Compound activity (PubChem)
aSyn yeast rescue = rescues yeast growth from alpha-synuclein toxicity; S. cerevisiae alpha-synuclein toxicity rescue, BacTiter-Glo growth, 24 h; Potency, µM (top dose mostly 46.1 µM), inactives show at the top dose growth rescue (activation), usual class: activators; actives 0.02% (n = 94,000); AID 1347070; active means well fitted activation curve with a large enough effect; inconclusive means small, poorly fitted or top-dose-only effect; further: 0% is about no effect
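Growth restoration measured by BacTiter-Glo luminescence after 24 hr at 30 deg C; alpha-synuclein yeast, raffinose-pregrown to mid-log, were added at OD600=0.02 in galactose medium onto pinned compounds.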
* = called active by the depositor; [ ] = dose if it differs, or a comment. Potency means the concentration at half of the fitted maximal effect.

What do the screens show for `CCCCC(CCC(=O)Nc1cc([N+](=O)[O-])ccc1O)C(=O)O` (stereo not given)?
aSyn yeast rescue: 3%

Results for Cc1cc(NC(=O)COC(=O)COc2ccc(Cl)c(C)c2)no1 ?
aSyn yeast rescue: 2%

What do the screens show for `O=C(c1ccccc1)N1CCc2cc(CNS(=O)(=O)c3ccccc3Cl)ccc21`?
aSyn yeast rescue: -3%

What do the screens show for `O=C(Nc1nc2cc3c(cc2s1)OCO3)c1ccco1`?
aSyn yeast rescue: -10%

Results for COC(=O)N(C)C[C@@H]1OCc2cnnn2CCCC(=O)N([C@@H](C)CO)C[C@@H]1C ?
aSyn yeast rescue: -3%

Results for O=C(Nc1cc(C(F)(F)F)ccc1-n1cnc2ccccc21)c1ccccc1 ?
aSyn yeast rescue: 5%

How did CN1CCN(C(=O)c2ccc(NS(=O)(=O)c3cccc([N+](=O)[O-])c3)cc2)CC1 do in these assays?
aSyn yeast rescue: -8%

Results for CCN1CCN(C(=O)c2oc(=O)c3ccccc3c2-c2ccc(C)cc2)CC1 ?
aSyn yeast rescue: 12%

How did CCc1ccc(NC(=O)CN2CCCN(Cc3cccc(Cl)c3)S2(=O)=O)cc1 do in these assays?
aSyn yeast rescue: -1%

Results for CCc1cccc(NC(=S)N(CCN(C)C)C(C)c2ccncc2)c1 (stereo not given) ?
aSyn yeast rescue: -12%

Results for COc1ccc2c(c1)CCCO[C@]21O[C@H](CCO)C[C@H](O)[C@H]1O ?
aSyn yeast rescue: -4%

Results for O=C(NCc1ccccc1Cl)c1ccc2nc(Cc3ccccc3)oc2c1 ?
aSyn yeast rescue: 27%

Results for COc1cccc(NC(=O)c2cc(S(=O)(=O)N3CCc4ccccc43)cn2C)c1 ?
aSyn yeast rescue: 0%

Results for CCOC(=O)CC(NC(=O)Cn1nnc(-c2ccccc2Cl)n1)c1ccc(OC)cc1 (stereo not given) ?
aSyn yeast rescue: -8%

What do the screens show for `O=C(CCSCc1cnn(-c2ccccc2)c1-n1cccc1)NCc1ccccc1Cl`?
aSyn yeast rescue: -1%

What do the screens show for `Cn1c(=O)c2c(nc(SCC(=O)Nc3ccc(F)cc3F)n2Cc2ccccc2)n(C)c1=O`?
aSyn yeast rescue: -3%

Results for CCCC1=Nc2cc(C(=O)N3CCC(C)CC3)ccc2Sc2ccc(C)cc21 ?
aSyn yeast rescue: 0%

Results for O=C(CCCn1c(=O)c2sccc2n(CC(=O)NCC2CCCO2)c1=O)NCc1ccco1 (stereo not given) ?
aSyn yeast rescue: -12%

What do the screens show for `O=C(OCCOc1ccc(Br)cc1)c1ccc(Cl)c(S(=O)(=O)N2CCOCC2)c1`?
aSyn yeast rescue: -7%

How did COc1ccc([N+](=O)[O-])cc1NC(=O)CCS(=O)(=O)c1ccc(Br)cc1 do in these assays?
aSyn yeast rescue: 1%

What do the screens show for `CCNc1nc2c(c(=O)n(C)c(=O)n2C)n1Cc1ccc(F)cc1`?
aSyn yeast rescue: -12%

How did COCCn1c(SCC(=O)N2CCCC2)nc2c(c1=O)SCC2 do in these assays?
aSyn yeast rescue: -6%

Results for Cc1cc2c(cc1S(=O)(=O)Nc1cccc(F)c1C)NC(=O)CO2 ?
aSyn yeast rescue: 6%

What do the screens show for `CCOC(=O)CN1C(=O)CSc2ccc(S(=O)(=O)N3CCCC3)cc21`?
aSyn yeast rescue: -13%

What do the screens show for `CCOC(=O)c1sc(N2C(=O)c3oc4cc(C)c(C)cc4c(=O)c3C2c2cccc(O)c2)nc1C` (stereo not given)?
aSyn yeast rescue: 5%

What do the screens show for `CN(CC(=O)Nc1ccc(S(N)(=O)=O)cc1)C1CCCCC1`?
aSyn yeast rescue: 2%

What do the screens show for `CS(=O)(=O)c1ccc(Cl)c(NC(=O)c2cc(=O)[nH]c3ccc(S(=O)(=O)N4CCOCC4)cc23)c1`?
aSyn yeast rescue: 4%

How did Cc1ccc(Nc2c(-c3ccc(C)o3)nc3cnccn23)cc1 do in these assays?
aSyn yeast rescue: -1%

How did CCn1nc(C)c2c(-c3ccccc3)cc(=O)n(C(C)C(=O)NCc3ccc(C)cc3)c21 (stereo not given) do in these assays?
aSyn yeast rescue: -13%

How did CC1CCc2sc(C(=O)NN=C3CCCC3)cc2C1 (stereo not given) do in these assays?
aSyn yeast rescue: -11%

What do the screens show for `CC1CCn2c(nc3cc(C(=O)NCc4ccc(F)cc4)ccc32)C1` (stereo not given)?
aSyn yeast rescue: 6%

What do the screens show for `Fc1ccccc1Nc1c2c(nc3ccccc13)CCC2`?
aSyn yeast rescue: -2%

How did CC1Cc2cc(S(=O)(=O)NCc3ccccc3Cl)ccc2N1C(=O)C1CCC1 (stereo not given) do in these assays?
aSyn yeast rescue: 4%

What do the screens show for `COc1ccc(OC)c(NC(=O)Cc2c(C)n(C(=O)c3ccc(Cl)cc3)c3ccc(OC)cc23)c1`?
aSyn yeast rescue: -10%

How did Cc1cc2oc(=O)cc(CNc3ccccc3F)c2cc1O do in these assays?
aSyn yeast rescue: -2%

Results for Cc1ccc(C)c(SCC(=O)OCC(=O)NCCNC(=O)COC(=O)CSc2cc(C)ccc2C)c1 ?
aSyn yeast rescue: 13%

How did Cc1ccccc1CNC(=O)CCC(=O)N1CCSc2ccccc21 do in these assays?
aSyn yeast rescue: 0%

How did COC(=O)c1scc(-c2ccc(C)cc2)c1S(=O)(=O)N1CCN(c2ccccc2)CC1 do in these assays?
aSyn yeast rescue: 0%

Results for CC1(C)Oc2ccc(C(=O)NNC(=O)Nc3ccccc3)cc2NC1=O ?
aSyn yeast rescue: 3%

How did COc1ccc(NC(=O)Cn2c(=O)n(-c3ccc(C)cc3)c(=O)c3c2c2cc(C)ccc2n3C)cc1 do in these assays?
aSyn yeast rescue: -8%

What do the screens show for `O=C(N/N=C/c1ccc(OC(=O)c2cccc(Br)c2)cc1)c1cccnc1`?
aSyn yeast rescue: -3%

How did CC(C)CSc1ccc(S(=O)(=O)NCC(=O)O)cc1[N+](=O)[O-] do in these assays?
aSyn yeast rescue: -3%

Results for COc1cc(C2C3=C(CC(C)(C)CC3=O)NC3=C2C(=O)c2ccccc23)ccc1O (stereo not given) ?
aSyn yeast rescue: -8%

What do the screens show for `COc1ccc(OC)c(-c2csc(NC(=O)Cc3cc(OC)c(OC)c(OC)c3)n2)c1`?
aSyn yeast rescue: 1%

How did CCOC(=O)c1ccc(NC(=O)CSc2cc(-c3ccccc3)nc(C)n2)cc1 do in these assays?
aSyn yeast rescue: -4%

What do the screens show for `CCCCN(C)C(=O)C1CCCN(c2ncnc3onc(-c4ccc(F)cc4)c23)C1` (stereo not given)?
aSyn yeast rescue: 4%

How did O=C(CC(=O)Nc1ccc(F)cc1)Nc1ccc(F)cc1 do in these assays?
aSyn yeast rescue: -6%

Results for Cc1ccc2ncc(S(=O)(=O)c3ccccc3)c(N3CCCCC3C)c2c1 (stereo not given) ?
aSyn yeast rescue: inconclusive

Four entries drawn at random from the list so far, as already listed:
How did CCn1nc(C)c2c(-c3ccccc3)cc(=O)n(C(C)C(=O)NCc3ccc(C)cc3)c21 (stereo not given) do in these assays?
aSyn yeast rescue: -13%

How did CC1CCc2sc(C(=O)NN=C3CCCC3)cc2C1 (stereo not given) do in these assays?
aSyn yeast rescue: -11%

Results for CCCC1=Nc2cc(C(=O)N3CCC(C)CC3)ccc2Sc2ccc(C)cc21 ?
aSyn yeast rescue: 0%

Results for O=C(Nc1cc(C(F)(F)F)ccc1-n1cnc2ccccc21)c1ccccc1 ?
aSyn yeast rescue: 5%

Back to the main list; the 5 compounds before the break are reprinted first.
What do the screens show for `COc1ccc(OC)c(-c2csc(NC(=O)Cc3cc(OC)c(OC)c(OC)c3)n2)c1`?
aSyn yeast rescue: 1%

How did CCOC(=O)c1ccc(NC(=O)CSc2cc(-c3ccccc3)nc(C)n2)cc1 do in these assays?
aSyn yeast rescue: -4%

What do the screens show for `CCCCN(C)C(=O)C1CCCN(c2ncnc3onc(-c4ccc(F)cc4)c23)C1` (stereo not given)?
aSyn yeast rescue: 4%

How did O=C(CC(=O)Nc1ccc(F)cc1)Nc1ccc(F)cc1 do in these assays?
aSyn yeast rescue: -6%

Results for Cc1ccc2ncc(S(=O)(=O)c3ccccc3)c(N3CCCCC3C)c2c1 (stereo not given) ?
aSyn yeast rescue: inconclusive

What do the screens show for `COc1ccc(CC(=O)N(C)CC(=O)Nc2ccccc2C(F)(F)F)cc1S(=O)(=O)N1CCOCC1`?
aSyn yeast rescue: -6%

How did Cc1ccc(CNC(=O)c2sc3ncnc(N(C)C4CCCCC4)c3c2C)cc1 do in these assays?
aSyn yeast rescue: 2%

Results for CC(C)C(=O)Nc1nnc(CCc2ccccc2)s1 ?
aSyn yeast rescue: -1%

Results for CCOC(=O)C1CCCN(S(=O)(=O)c2cc(-c3onc(C)c3C)ccc2OC)C1 (stereo not given) ?
aSyn yeast rescue: 9%

How did COc1ccc(-c2ccc(CN3C(C(C)C)C(=O)N(Cc4cn(Cc5ccco5)nn4)CCS3(=O)=O)cc2)cc1 (stereo not given) do in these assays?
aSyn yeast rescue: 3%

How did Cc1cc(C)c2cc(C#N)c(N3CCCN(C(=O)c4cnccn4)CC3)nc2c1 do in these assays?
aSyn yeast rescue: -6%

How did COc1ccc(-c2noc(CSc3nnc(-c4ccncc4)n3-c3cccc(C)c3)n2)cc1OC do in these assays?
aSyn yeast rescue: 12%

How did CN(C)c1ccc(CNC(=O)CCCN2C(=O)CCn3nc(-c4cccn4C)cc32)cc1 do in these assays?
aSyn yeast rescue: 0%

How did CCC1CCCCN1C(=O)c1ccc2c(c1)N(Cc1cccc(Cl)c1)C(=O)c1ccccc1S2(=O)=O (stereo not given) do in these assays?
aSyn yeast rescue: 4%

Results for CSc1nc2n(n1)C(C)C1=C(CCCC1=O)N2 (stereo not given) ?
aSyn yeast rescue: -3%

What do the screens show for `CC(=O)c1ccc(NC(=O)CCc2c(C)nc3cc(-c4ccc(Cl)cc4)nn3c2C)cc1`?
aSyn yeast rescue: 3%

What do the screens show for `CCN(CC)CCCNC(=O)CN1C(=O)COc2ccc(S(=O)(=O)N3CCC(C)CC3)cc21`?
aSyn yeast rescue: 5%

What do the screens show for `COC(=O)c1cc(S(=O)(=O)Nc2cccc(-c3ccno3)c2)c[nH]1`?
aSyn yeast rescue: 8%

Results for Cc1ccc(CCNC(=O)Cn2nc(-c3ccc(C)cc3)ccc2=O)cc1 ?
aSyn yeast rescue: 6%

How did Cc1cccc(N2CCN(S(=O)(=O)c3ccc4[nH]c5c(c4c3)CCCCC5)CC2)c1C do in these assays?
aSyn yeast rescue: -7%

How did c1cnc(N2CCN(c3ncc4c(n3)CCNC4)CC2)nc1 do in these assays?
aSyn yeast rescue: -32%[inhibitor]

How did COc1ccc(C(=O)Nc2nc(-c3ccc(Br)cc3)ns2)cc1 do in these assays?
aSyn yeast rescue: -10%

How did Cc1cccc(NC(=O)CSc2nnc(C)c(=O)[nH]2)c1 do in these assays?
aSyn yeast rescue: -10%

How did C=CCNC(=O)/C(C#N)=C/c1ccc(C)o1 do in these assays?
aSyn yeast rescue: -4%

How did CCOC(=O)c1ccc(NC(=O)Cn2ncc3c(C)n(Cc4ccccc4F)c(C)c3c2=O)cc1 do in these assays?
aSyn yeast rescue: 5%

Results for CCOC(=O)C1(CCc2ccccc2)CCN(C(=O)C2CCOCC2)CC1 ?
aSyn yeast rescue: 1%

Results for CC(C)Oc1cccc(C(=O)Nc2ccc(-c3nc4cc(Cl)cc(Cl)c4o3)cc2)c1 ?
aSyn yeast rescue: -1%

Results for Cc1nc2ccccc2n2c(-c3ccccc3)c3c(=O)n(C)c(=O)n(C)c3c12 ?
aSyn yeast rescue: -4%

Results for Cc1ccc(OCC(=O)NCC(=O)OCc2cc(=O)n3nc(C)sc3n2)cc1 ?
aSyn yeast rescue: -4%

What do the screens show for `Cc1ccc(NC(=O)C2CCN(S(=O)(=O)c3c(C)noc3/C=C/c3cccs3)CC2)cc1F`?
aSyn yeast rescue: 3%

How did O=C(NCCc1ccccc1)c1cnc2sc(N3CCCCC3)nn2c1=O do in these assays?
aSyn yeast rescue: 7%

How did O=S(=O)(Nc1ccc(F)c(C(F)(F)F)c1)c1ccc(N2CCCCS2(=O)=O)cc1 do in these assays?
aSyn yeast rescue: 5%

Results for N#CCC(=O)NCCCc1ccccc1 ?
aSyn yeast rescue: -2%

What do the screens show for `COc1ccc(S(=O)Cc2ccc(C(=O)N3CCN(c4cccc(C)c4C)CC3)o2)cc1` (stereo not given)?
aSyn yeast rescue: 11%

What do the screens show for `CCOc1ccc(C2CC(=O)c3c([nH]c(C(=O)OC4CCC(C)CC4)c3C)C2)cc1` (stereo not given)?
aSyn yeast rescue: -3%

How did Cc1nn(-c2ccc(F)cc2)c(-n2cccc2)c1C(=O)N1CCCCC1C (stereo not given) do in these assays?
aSyn yeast rescue: -4%

What do the screens show for `CCn1cc(C(=O)N2CCN(c3ccc(F)cc3)CC2)c2cc(OC)c(OC)cc2c1=O`?
aSyn yeast rescue: -3%

Results for CCOc1ccc(NCc2cccn2-c2nnc(N3CCC(C(=O)NCCOC)CC3)s2)cc1 ?
aSyn yeast rescue: -9%

Results for O=S1(=O)c2ccccc2N(Cc2ccc(Cl)cc2)c2ccccc21 ?
aSyn yeast rescue: 9%

Results for CN(C)C(=O)COC(=O)c1ccccc1OCC(=O)Nc1ccc(SC(F)F)cc1 ?
aSyn yeast rescue: 8%

What do the screens show for `Cn1c(CNC(=O)c2ccco2)nnc1SCC(=O)Nc1cccc(F)c1`?
aSyn yeast rescue: 5%

How did CCCCN1C(=O)C(CC(=O)NC2CCCC2)CC(C(=O)N(C)C)=C1C (stereo not given) do in these assays?
aSyn yeast rescue: -4%

How did Cc1ccc(CNC(=O)Cn2ccn(-c3cccc(Cl)c3)c(=O)c2=O)cc1 do in these assays?
aSyn yeast rescue: 7%

What do the screens show for `O=C1Nc2cc(Cl)c(Cl)cc2N(O)N1c1ccccc1Cl`?
aSyn yeast rescue: 5%

2 neighbouring compounds from above:
How did Cc1nn(-c2ccc(F)cc2)c(-n2cccc2)c1C(=O)N1CCCCC1C (stereo not given) do in these assays?
aSyn yeast rescue: -4%

What do the screens show for `CCn1cc(C(=O)N2CCN(c3ccc(F)cc3)CC2)c2cc(OC)c(OC)cc2c1=O`?
aSyn yeast rescue: -3%

Only part of the results is shown (hit frequency here may not be typical).
